# High-throughput results as filed in PubChem BioAssay.
# Growth percent in the NCI-60 one-dose screen (48 h, 10 µM unless noted): 100 = growth as untreated, 0 = no growth, -100 = all killed.
# MOLT-4: MOLT-4 leukemia cells. 80,000 compounds, 6.9% hits
# CCRF-CEM: CCRF-CEM leukemia. 77,000 compounds, 7% hits. AID 1794778
# SR: SR leukemia cells. AID 1794780. 73,000 compounds, 8.7% hits
# EKVX: EKVX NSCLC | 71,000 compounds, 3% hits | AID 1794765
# K-562: K-562 leukemia; 78,000 compounds, 7.4% hits
# HOP-92: HOP-92 NSCLC cells; 71,000 compounds, 6.3% hits
# HOP-62: HOP-62 NSCLC; 80,000 compounds, 3.9% hits; AID 1794735
# RPMI-8226: RPMI-8226 leukemia cells; 77,000 compounds, 7.5% hits; AID 1794781
# The depositor's hits bear a star; x = not tested or not shown; & = joins results of further samples. Rule for the calls: active = growth percent below 10; inactive = the rest.
SMILES,MOLT-4,CCRF-CEM,SR,EKVX,K-562,HOP-92,HOP-62,RPMI-8226
COCCOC(CC(F)F)c1ccc2ccccc2c1 (stereo unspecified),97,103,121,97,101,112,108,101
O=C(CN1C(=O)S/C(=C\c2ccc(Cl)cc2)C1=O)Nc1ncc(Cc2ccc(Cl)cc2)s1,95,90,78,99,92,107,100,95
CC1(C)c2[nH]c3ccccc3c2C[C@]2(C)[C@H]3CC=C4[C@@H]5C[C@@](C)(C(N)=O)CC[C@]5(C)CC[C@@]4(C)[C@]3(C)CC[C@@H]12,51,55,34,32,30,81,79,38
C/C(=N/N)c1nnn(-c2ccc(Br)cc2)c1C,94,109,96,99,91,93,94,105
Clc1cccc(Cl)c1/C=C/c1cc(/C=C/c2ccc(Br)cc2)c2ccccc2n1,85,85,92,90,99,86,94,87
CSc1nc2ncnc(SC)c2[nH]1,99,105,90,94,100,99,78,106
Nc1ccc2c(c1)C(=O)OC2,94,103,93,105,102,101,105,99
O=[N+]([O-])c1ccc(/C=N/Nc2nnc(-c3ccncc3)o2)cc1,113,94,82,98,101,85,91,87
Clc1cccc(Cl)c1C1CSc2ccccc2N=C1c1ccccc1 (stereo unspecified),20,-13*,-14*,x,4.4*,75,85,-15*
O=S(=O)(Nc1ccc2ccccc2c1)c1ccc(-c2cnc(C3CC3)o2)cc1,20,11,16,42,10,54,32,12
Cn1nc(C(=O)O)c(=O)n(C)c1=O,96&80,108&86,109&97,102&111,97&97,93,97&105,112&99
Cc1cc(NS(=O)(=O)c2ccc(N)cc2)no1,56&94,74&99,103,85&97,57&97,77,87&109,91&113
NCC(=O)N/N=C/c1ccc([N+](=O)[O-])o1,94,106,104,118,92,100,107,78
COc1ccc(NC(=O)Nc2cc(C(C)C)c(O)cc2C)cc1,113,107,108,98,102,105,84,99
CC(O)C(=O)Nc1ccccc1Cl (stereo unspecified),97,90,108,105,107,101,103,105
N#CCC1CCCC1,112,92,82,x,106,80,93,97
CN(C)c1ccc(N=Nc2ccccc2C(=O)O)cc1,87&89,99&88,90&93,56&87,29&50,57,95&91,73&76
O=C(Oc1cccc(OC(=O)c2ccccc2)c1)c1ccccc1,91&85,107&80,94,104&102,88&79,88&74,90&90,104&70
CCOC(=O)N1C(=O)/C(=C\c2ccc(OC)cc2)SC1=Nc1c(C)nn(-c2ccccc2)c1N,88,55,30,x,42,61,78,x
Cc1noc2c(Cc3ccccc3)nn(CC(=O)N/N=C/c3ccc(Cl)cc3)c(=O)c12,102,97,104,73,94,9.1*,35,76
C=C1C[C@H](c2c(C)cccc2C)O[C@@H]2C[C@H](C)CC[C@@H]12,100,105,92,98,103,94,99,101
Fc1cc(Nc2ccc3c(OCCCN4CCOCC4)cccc3n2)ccc1Cl,3.8*,29,11,40,-35*,27,39,4.5*
O=c1onc(-c2cc3ccccc3nc2Cl)n1-c1ccc(Br)cc1,88,88,67,66,68,57,61,67
NS(=O)(=O)c1ccc(C(=O)NNC(=O)Nc2nc3ccccc3s2)cc1,106,100,95,74,96,87,88,103
COc1ccc(NC2=C(C#N)C(=N)N3C(=NN2)Sc2c(C)ccc(C)c23)cc1,96,97,106,90,94,54,98,97
N#Cc1c(-c2ccccc2)cc(-c2ccccc2)n(CCCC(=O)Nc2ccccc2N)c1=O,47,56,22,79,20,62,65,49
CC(=O)C1=C(C#N)C(=C(C#N)C#N)NC1(C)O (stereo unspecified),105,119,110,101,116,109,112,112
CCN(CC)CCOC(=O)c1cc(Br)cc(-c2ccccc2)c1O,107,97,108,107,45,76,108,103
Cc1[nH]c(=O)[nH]c(=O)c1C,113,98,113,97,112,97,79,98
CCOC(=O)C(=Cc1c[nH]c2ccccc12)C(=O)OCC,85,80,81,93,86,x,101,83
Nc1ccc(C(=O)CSc2nc3ccccc3[nH]2)cc1,124,106,110,82,103,116,111,103
CC(=O)O[C@H]1CC[C@]2(C)[C@H]3CC=C4[C@@H]5CC(C)(C)CC[C@]5(C(=O)OCC(COC(=O)C(Cl)Cl)(COC(=O)C(Cl)Cl)NC(=O)C(Cl)Cl)CC[C@@]4(C)[C@]3(C)CC[C@H]2C1(C)C,45,65,60,65,39,x,79,33
CC(=O)Oc1ccccc1C(=O)Oc1ccc(C(=O)/C=C/c2ccc(F)cc2)cc1,109,96,102,104,108,121,102,110
C[C@]12C=CC(=O)C=C1CCC1C2[C@@H](O)C[C@@]2(C)C1CC[C@]2(O)C(=O)CO (stereo partly specified),99,59,101,74,104,x,97,51
O=S(=O)(NCCNc1nccc(-c2c(-c3cccc(O)c3)nc3sccn23)n1)c1ccc(F)cc1,44,42,x,x,48,93,103,76
Cc1c(C(=O)/C=C/Nc2cc(Cl)c(S(N)(=O)=O)cc2S(N)(=O)=O)sc2nc3ccccc3n12,105,106,112,97,101,106,106,x
Oc1c(Br)cc(Br)c2cccnc12,63,29,41,43,27,x,38,37
CC12CCC(c3sc(N)c(C#N)c31)C2(C)C (stereo unspecified),67,88,x,97,54,99,100,107
CCCCOB(OCCCC)c1ccc(B(OCCCC)OCCCC)cc1,91,95,86,109,94,93,94,98
Nc1ccc2c(c1)NCC2,113,109,99,105,109,80,103,93

# As entered above.
# For EKVX, Nc1ccc2c(c1)C(=O)OC2 has 105
# For HOP-62, NCC(=O)N/N=C/c1ccc([N+](=O)[O-])o1 has 107
# For EKVX, C=C1C[C@H](c2c(C)cccc2C)O[C@@H]2C[C@H](C)CC[C@@H]12 has 98
# For EKVX, Cn1nc(C(=O)O)c(=O)n(C)c1=O has 102&111
# For MOLT-4, O=[N+]([O-])c1ccc(/C=N/Nc2nnc(-c3ccncc3)o2)cc1 has 113
# For CCRF-CEM, COc1ccc(NC(=O)Nc2cc(C(C)C)c(O)cc2C)cc1 has 107
# For HOP-92, Clc1cccc(Cl)c1C1CSc2ccccc2N=C1c1ccccc1 (stereo unspecified) has 75

# (list continues)
SMILES,MOLT-4,CCRF-CEM,SR,EKVX,K-562,HOP-92,HOP-62,RPMI-8226
CC(=O)Nc1cc2c(cc1Br)-c1ccc(F)cc1C2,68,76,79,48,95,83,79,x
N#Cc1ccc(NS(=O)(=O)c2ccc(-c3cnc(C4CC4)o3)cc2)cc1,105,92,109,x,108,69,93,87
O=[N+]([O-])c1ccc(-c2cc3c(Nc4ccc(OCc5cccc(Cl)c5)c(Cl)c4)ncnc3s2)cc1,48,52,49,68,x,80,68,x
COc1cc(C=C2C(=O)N(C)C(=O)N(C)C2=O)cc(CN2CCOCC2)c1O,103,102,106,101,109,99,106,97
O=C(O)c1cn(C2CC2)c2cc(N3CCN(C(=O)CSc4nnc(-c5ccc(Cl)cc5)o4)CC3)c(F)cc2c1=O,102,98,100,104,88,87,84,102
Oc1ccc(-c2nnc(Nc3ccc(Br)cc3)o2)cc1,91,90,86,x,82,95,98,95
Cc1ccc(-n2c(SCC(=O)c3ccccc3)nnc2-c2cc3c([nH]c4ccccc43)c(-c3cccc(O)c3)n2)cc1,51,58,58,60,49,82,92,52
CC1(c2ccccc2)NC(=O)N(CC(=O)Nc2ccc(C(=O)/C=C/C=C/c3ccccc3)cc2)C1=O (stereo unspecified),19,32,15,72,15,57,77,x
CC(C)(C)c1ccc2oc(=O)cc(Cn3cc(CSc4nc5ccccc5o4)nn3)c2c1,105,101,96,96,97,111,105,131
COC(=O)C(=C\c1ccc2c(c1)OCO2)/C(=C/c1ccc2c(c1)OCO2)C(=O)OC,105,101,99,97,108,x,102,99
CC(=O)Nc1ccc(C=Nc2ccc3ccccc3c2)cc1,100,93,104,116,105,82,114,101
CCOC(=O)c1csc(NC(=O)c2ccc(N3CCOCC3)c([N+](=O)[O-])c2)n1,107,108,117,97,109,92,99,108
CCO/C=N/C1=C(C#N)C(c2ccc(OC)cc2)c2c(c3cc(Cl)ccc3[nH]c2=O)O1 (stereo unspecified),100,97,95,100,99,93,98,98
CN(C)c1ccc(C#Cc2c(F)cccc2F)cc1,83,81,90,70,122,78,76,94
CN(C)c1ccc(-c2ccc(-c3ccc(C(=N)N)cc3)s2)cc1,2.7*,-23*,5.3*,86,-4.5*,25,-33*,-40*
COC(=O)[C@H](C)Nc1nc(N)nc(N(C)C2CCCCC2)c1C=O,96,92,94,107,86,79,102,97
c1ccc(N=C2SCCCS2)cc1,101,98,100,x,97,94,112,106
CCOc1nc(Cl)nc2nc(Cl)[nH]c12,93,100,95,102,106,107,103,107
O=C(/C=C/C=C\c1ccccc1)/C=C/C=C/c1ccccc1,101,106,99,102,104,92,109,105
COc1ccc(C(=O)N2NC(=O)/C(=C/c3ccc(Br)cc3)N=C2c2ccccc2)cc1,17,x,57,96,82,64,47,72
CS(=O)(=O)c1ccc(C(=O)N/N=C/c2ccc(F)cc2)cc1,76,88,80,101,86,x,95,97
O=C(N/N=C\c1ccc(O)cc1)N/N=C/c1ccc(O)cc1,104,99,88,106,95,96,96,99
C/C(=N/O)C(=O)NCCCCCCC(=O)Nc1ccccc1,101,105,100,99,102,100,98,105
Brc1nsc(SSc2nc(Br)ns2)n1,81,113,82,107,96,103,110,102
COc1nc(N(C)O)nc(N(C)O)n1,36,14,x,31,20,53,27,x
CCCCn1c(-c2ccc(C(=O)O/N=C(\N)c3ccc4c(c3)OCO4)cc2)nc(-c2ccccc2)c1-c1ccccc1,7.2*,-30*,-29*,52,-5.5*,17,80,30
Cc1ccc(C(=O)Nn2c(NCC(=O)N3c4ccccc4Sc4ccccc43)nnc2-c2ccc(O)cc2)cc1,109,100,x,94,111,49,108,100
N#CC1=C(N)Oc2c(c(=O)[nH]c3ccc(Br)cc23)C12c1cc(Br)ccc1-c1ccc(Br)cc12,69,81,77,72,71,77,98,69
N=C(N)c1ccc(-c2ccc(-c3ccc(C(=N)N)cc3)o2)cc1,91,110,91,87,94,90,102,101
Cc1ccc(CSC2=C(Cl)CN(c3ccc(Cl)cc3)C2=O)cc1,110,106,74,104,100,95,103,93
O=C(Cn1cc[n+](CC(=O)c2ccc(F)cc2)c1)Nc1cccc2cccnc12,101,102,99,89,93,91,99,93
COc1cc(Cl)cc(-c2nn(C(=O)NS(=O)(=O)c3ccccc3)cc2-c2ccncc2)c1,83,95,88,61,86,48,69,92
C(=Nc1ccc(N2CCN(c3ccccc3)CC2)cc1)c1cccs1,97,66,88,94,83,87,75,85
OC[C@H]1O[C@@H](O)[C@H](O)[C@@H](O)[C@@H]1O,88,95,115,109,x,x,x,94
CCCCNc1nc(SC)nc(-c2cccc([N+](=O)[O-])c2)c1C#N,102,100,x,92,92,93,96,107

# Profiles, quoted from the list.
# `CN(C)c1ccc(C#Cc2c(F)cccc2F)cc1` in the list: MOLT-4: 83; CCRF-CEM: 81; SR: 90; EKVX: 70; K-562: 122; HOP-92: 78; HOP-62: 76; RPMI-8226: 94
# `COc1nc(N(C)O)nc(N(C)O)n1` in the list: MOLT-4: 36; CCRF-CEM: 14; SR: x; EKVX: 31; K-562: 20; HOP-92: 53; HOP-62: 27; RPMI-8226: x

# Given with two lines to a compound: 6 of the compounds above.
# Below each compound – MOLT-4	CCRF-CEM	SR	EKVX	K-562	HOP-92	HOP-62	RPMI-8226
CCCCn1c(-c2ccc(C(=O)O/N=C(\N)c3ccc4c(c3)OCO4)cc2)nc(-c2ccccc2)c1-c1ccccc1
 : 7.2*	-30*	-29*	52	-5.5*	17	80	30
O=C(Cn1cc[n+](CC(=O)c2ccc(F)cc2)c1)Nc1cccc2cccnc12
 : 101	102	99	89	93	91	99	93
C(=Nc1ccc(N2CCN(c3ccccc3)CC2)cc1)c1cccs1
 : 97	66	88	94	83	87	75	85
N=C(N)c1ccc(-c2ccc(-c3ccc(C(=N)N)cc3)o2)cc1
 : 91	110	91	87	94	90	102	101
COc1cc(Cl)cc(-c2nn(C(=O)NS(=O)(=O)c3ccccc3)cc2-c2ccncc2)c1
 : 83	95	88	61	86	48	69	92
COc1nc(N(C)O)nc(N(C)O)n1
 : 36	14	x	31	20	53	27	x
